High-throughput results deposited in PubChem BioAssay by several laboratories.
TRPC4 PAM: allosterically enhances the mouse TRPC4 cation channel; HEK293 TRPC4beta/mu-opioid, DAMGO EC20, Fluo-4 Ca2+ flux; active compounds read high; B-score at 10 µM; actives 0.42% (n = 310,000);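 active = B-score of calcium response area above 5 SD of library B-scores, with initial fluorescence ratio within 5 SD of library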;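 also: B-score of integrated fluorescence ratio over time as area under calcium response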
IEC-6 cytotox: counter-screen for KLF5 inhibitors: cytotoxicity in IEC-6 cells | IEC-6 cytotoxicity, luminescence viability | inhibition, % at 5 µM | actives 0.78% (n = 290,000); in the data active = inhibition above about 22%;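 also: 0% = plate median of test compound wells and 100% = cytotoxic reference compound wells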
TRPC4 inh: inhibitors of mouse TRPC4 channel; HEK293 TRPC4beta/mu-opioid, DAMGO-evoked Fluo4 calcium flux; active compounds read low; actives 0.39% (n = 300,000); AID 2247; B-score at 10 µM;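 active = B-score over 3 SD under the library average, no early fluorescence shift, positive overall ratio signal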
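test system = HEK293 cells with stable TRPC4beta plus mu-opioid receptor expression | detection = Fluo4 Ca2+ flux fluorescence | read-out = integrated fluorescence ratio relative to baseline, converted to per-well B score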
HIF act: HIF pathway transcriptional activation; U2OS HRE-luciferase reporter, luminescence; normalized: DMSO 0%, desferrioxamine 100%; activation, % at 7.5 µM (by protocol); actives 0.32% (n = 300,000); AID 1910;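 active = mean activation of at least 10% of the iron chelator positive control signal, with at least half of replicates also reaching 10%; inconclusive = mean and replicate majority disagree about reaching 10%; inactive = mean and most replicates under 10%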
aSyn UTR inh: MLPCN primary screen, SNCA 5' untranslated region; alpha-synuclein 5'UTR reporter, inhibitor activity; inhibition, % (tested at 7.5 µM); actives 0.82% (n = 300,000); AID 1813; in the data active = inhibition above about 60%; inconclusive = no clear call, values can overlap the other calls;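 also: H4 neuroglioblastoma cells stably carrying SNCA 5'UTR luciferase fusion; 0% = DMSO wells and 100% = positive control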
TRPC4 act: activators of mouse TRPC4 channel. Q9QUQ5. B-score at 10 µM. HEK293 TRPC4beta/mu-opioid, Fluo4 calcium fluorescence; active compounds read high. actives 0.49% (n = 310,000). AID 2237;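 active = B-score above 5 SD of library B-scores, and initial fluorescence ratio not above library mean plus 5 SD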;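 also: positive B-score marks a calcium rise read as TRPC4 activation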
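Assay system: HEK293 stable line with TRPC4beta plus mu-opioid receptor; schedule: 45 min room-temperature Fluo4 loading, 110 s read; technique: kinetic Fluo4 calcium fluorescence; evaluation: integrated baseline-normalised fluorescence ratio, converted to per-well B score; controls: buffer (low) and maximal DAMGO (high)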
TRPC6 inh: inhibitors of mouse TRPC6 channel; Q61143; HEK293-TRPC6, membrane potential dye, ACh-evoked depolarization; active compounds read low; B-score at 10 µM; actives 1.1% (n = 310,000);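 active = B-score under library mean minus 3 SD, initial fluorescence not abnormally high, positive integrated signal ratio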;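 also: B-score derived from integrated fluorescence ratio over the kinetic read; more negative B-score means stronger inhibition of depolarization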
Target sequence (Q61143 whole entry, looked up): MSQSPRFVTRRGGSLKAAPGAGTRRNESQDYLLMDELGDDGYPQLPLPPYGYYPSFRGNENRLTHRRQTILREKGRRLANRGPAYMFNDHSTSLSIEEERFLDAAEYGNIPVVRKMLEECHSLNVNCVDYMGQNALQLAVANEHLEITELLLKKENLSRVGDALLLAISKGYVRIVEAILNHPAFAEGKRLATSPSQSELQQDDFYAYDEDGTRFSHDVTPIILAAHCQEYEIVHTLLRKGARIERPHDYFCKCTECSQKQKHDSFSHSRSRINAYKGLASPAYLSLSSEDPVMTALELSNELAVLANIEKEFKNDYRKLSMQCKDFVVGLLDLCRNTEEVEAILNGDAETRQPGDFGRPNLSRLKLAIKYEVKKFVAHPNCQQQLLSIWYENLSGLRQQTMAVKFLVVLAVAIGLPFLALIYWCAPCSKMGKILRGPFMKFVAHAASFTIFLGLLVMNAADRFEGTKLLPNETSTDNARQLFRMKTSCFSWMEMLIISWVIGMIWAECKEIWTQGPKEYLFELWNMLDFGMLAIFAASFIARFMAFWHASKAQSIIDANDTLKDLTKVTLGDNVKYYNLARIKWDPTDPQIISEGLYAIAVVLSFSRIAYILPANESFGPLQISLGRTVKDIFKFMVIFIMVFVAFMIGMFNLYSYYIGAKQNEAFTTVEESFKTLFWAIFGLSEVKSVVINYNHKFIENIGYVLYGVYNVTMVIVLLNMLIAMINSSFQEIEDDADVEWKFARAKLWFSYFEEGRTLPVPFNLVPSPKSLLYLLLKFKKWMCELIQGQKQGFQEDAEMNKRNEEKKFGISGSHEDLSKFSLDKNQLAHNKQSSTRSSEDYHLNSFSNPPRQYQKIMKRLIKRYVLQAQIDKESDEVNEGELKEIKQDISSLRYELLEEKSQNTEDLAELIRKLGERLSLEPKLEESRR
SKKanGAS inh: inhibitors of SKKanGAS S. pyogenes growth in kanamycin (SK-promoter or general growth effect); inhibition, % at 7.5 µM; BacTiter-Glo, 6 h; actives 1.3% (n = 300,000);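 active = mean replicate score, as percent of positive control median, at least 50; inconclusive = mean below 50 but one replicate at or above 50; inactive = mean and every replicate below 50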;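 also: strain carries kanamycin resistance gene driven by streptokinase promoter and grows in 40 µg/ml kanamycin; loss of luminescence reflects streptokinase promoter inhibition or plain growth inhibition; 0% = median of DMSO wells and 100% = positive control at its reference dose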
TRPC6 activator: activates the mouse TRPC6 cation channel; Q61143; HEK293-TRPC6 membrane potential dye fluorescence; active compounds read high; B-score at 10 µM; actives 0.13% (n = 310,000);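 active = B-score of the integrated fluorescence ratio above library mean plus 3 SD, and starting fluorescence ratio within library mean plus 5 SD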;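 also: higher score means more depolarization so channel activation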
KLF5 inh: kruppel-like factor 5 inhibition; AID 1700; inhibition, % at 5 µM; actives 0.23% (n = 290,000); DLD-1 KLF5 promoter-luciferase reporter, luminescence;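 active = inhibition above a per-plate limit of that plate's mean compound inhibition plus 3 SD, cut at about 60% in these data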;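 also: 0% = DMSO wells and 100% = LY294002 at 200 µM; higher means less KLF5 promoter-driven luciferase light; inactives centre near -14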
MrgX1 antag: human MrgX1 receptor antagonism, primary screen; MRGX1-HEK293 calcium flux, Fluo-4, BAM8-22 antagonism; active compounds read low; B-score at 10 µM; actives 1.3% (n = 310,000); AID 588676;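 active = calcium-response B-score plate-corrected more than 3 library SD below zero, starting fluorescence within 5 deviations, no agonist response on first addition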;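 also: peak minus trough fluorescence over baseline after final BAM8-22 challenge near maximal dose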
Starred values were filed as active, the others as inactive; i = inactive; ? = inconclusive; . = not tested or not shown.

SMILES	TRPC4 PAM	IEC-6 cytotox	TRPC4 inh	HIF act	aSyn UTR inh	TRPC4 act	TRPC6 inh	SKKanGAS inh	TRPC6 activator	KLF5 inh	MrgX1 antag
COc1ccc(NC(=O)c2ccccc2N(Cc2ccccc2)S(C)(=O)=O)cc1OC	i	-7.9	i	-0.1	-6.0	i	i	-4.4	i	3.5	i
CN(C)c1cccc(-c2nnc(SCCCC#N)o2)c1	i	8.1	i	1.8	-43.1	i	i	-9.0	i	-84.0	i
O=C(N/N=C/c1cc([N+](=O)[O-])ccc1O)c1cccc2cc[nH]c12	i	11.4	i	27.5*	68.0*	i	i	89.4*	i	46.4	i
O=C(O)c1ccc(NCCC2=CCCCC2)c([N+](=O)[O-])c1	i	1.9	i	-0.9	-4.6	i	i	9.3	i	-68.8	i
CCOc1ccc(NC(=O)c2ccc(CC)s2)c([N+](=O)[O-])c1	i	2.0	i	2.4	-168.2	i	i	-3.7	i	-34.0	i
COc1ccc(OCCC(=O)OCC(=O)Nc2ccc(Br)cc2)cc1	i	2.5	i	-0.3	0.8	i	i	-0.4	i	-8.7	i
Cc1ccc(C)c(CSC2=NCCN2S(=O)(=O)c2ccccc2)c1	i	-6.1	i	0.0	13.7	i	i	?	i	-7.3	i
CC(C)N(Cc1ccccc1)C(=O)C1CCCN(c2ncnc3c2nc2n3CCCCC2)C1 (stereo not drawn)	i	-11.3	i	0.1	9.9	i	i	-6.8	i	-20.0	i
O=C(Cn1ccc([N+](=O)[O-])n1)Nc1ccccn1	i	3.9	i	-0.4	12.7	i	i	1.0	i	-9.7	i
COCCNc1nc(SC)nc2sc3c(c12)CCN(C)C3	i	-3.7	i	-1.1	4.7	i	i	2.7	i	-10.4	i
c1coc(CNC2CCCCCCC2)c1	i	1.1	i	-0.8	36.3	i	i	4.3	i	17.0	i
O=C(CSc1nc2ccccc2s1)NC(=O)NCc1ccco1	i	-2.1	i	0.1	23.9	i	i	3.8	i	-1.6	i
O=C(O)c1ccc(/C=N/Nc2nc3ccccc3[nH]2)cc1	i	6.0	i	0.1	-6.2	i	i	1.8	i	-34.1	i
Cc1ccc(C2=NS(=O)(=O)N(C)C(C(=O)Nc3cc(C)n(CC(=O)N4CCC(C)CC4)n3)=C2)cc1	i	10.1	i	-0.7	15.4	i	i	-0.6	i	18.4	i
CCN(CC(=O)Nc1cc(S(=O)(=O)N2CCOCC2)ccc1C)Cc1ccccc1	i	.	i	0.4	-0.7	i	i	18.2	i	.	i
CCN1CCN(S(=O)(=O)c2c[nH]c(C(=O)OC)c2)CC1	i	-7.2	i	-0.4	2.9	i	i	2.9	i	-15.4	i
CCCN(CC(=O)Nc1cc(Cl)ccc1Cl)C(=O)/C=C/c1ccco1	i	0.8	i	0.2	-67.7	i	i	-2.9	i	11.6	i
CC(NC(=O)Cn1cccc1C(=O)c1ccccc1)c1ccccc1 (stereo not drawn)	i	-11.1	i	-0.6	28.5	i	i	-3.5	i	1.6	i
O=C(OCc1ccc(COC(=O)c2ccc(O)cc2)cc1)c1ccc(O)cc1	i	-5.5	i	-3.3	8.9	i	i	57.7*	i	-29.6	i
C/C(=N/NC(=O)CNC(=O)Cc1ccc(Cl)cc1)c1ccco1	i	-8.8	i	0.0	15.0	i	i	-0.6	i	-18.3	i
CCc1ccc(NC(=O)CN(c2cc(C)cc(C)c2)S(=O)(=O)c2c(C)[nH]c(=O)[nH]c2=O)cc1	i	1.1	i	0.2	28.7	i	i	-4.1	i	-25.6	i
O=C(NC1CCC(c2ccccc2)CC1)c1cccnc1 (stereo not drawn)	i	-0.3	i	-52.6	-10.0	i	i	-10.4	i	-41.2	i
O=C(Cc1cccs1)Nc1ccccc1NC(=O)Cc1cccs1	i	-6.1	i	-0.3	6.1	i	i	-3.7	i	-24.9	i
Cc1cccc(N2C(=O)SC(N(CC(=O)O)c3cccc(C)c3)C2=O)c1 (stereo not drawn)	i	3.2	i	2.8	-26.5	i	i	6.9	i	-2.7	i
COCC(=O)N1CCCC(C(=O)c2ccc(C(F)(F)F)cc2)C1 (stereo not drawn)	i	-0.7	i	2.0	6.4	i	i	2.2	i	-4.9	i
CCOC(CNC(=O)c1ccc2nc(N3CCC(C)CC3)sc2c1)OCC	i	2.5	i	3.8	-179.6	i	i	8.2	i	16.3	i
CCCc1nc(-c2ccccc2)c(-c2ccc(OC)c(OC)c2)c(=O)[nH]1	i	6.8	i	0.0	26.7	i	i	-0.6	i	-28.1	i
O=C(Cn1c(SCC(=O)N2CCCc3ccccc32)nc2ccccc21)N1CCCC1	i	0.8	.	69.6*	5.7	i	i	-11.7	i	4.7	i
CS(=O)(=O)c1ccc(N2CCN(c3ccccn3)CC2)c([N+](=O)[O-])c1	i	0.2	i	-0.2	25.1	i	i	3.8	i	-16.5	i
Cc1c(Cl)cccc1NC(=O)NCc1ccc(C)n1C	i	-1.9	i	0.6	5.6	i	i	5.9	i	-28.6	i

Profiles, quoted from the list. Order of values: TRPC4 PAM	IEC-6 cytotox	TRPC4 inh	HIF act	aSyn UTR inh	TRPC4 act	TRPC6 inh	SKKanGAS inh	TRPC6 activator	KLF5 inh	MrgX1 antag
Results for `CS(=O)(=O)c1ccc(N2CCN(c3ccccn3)CC2)c([N+](=O)[O-])c1` : i	0.2	i	-0.2	25.1	i	i	3.8	i	-16.5	i
Results for `COCC(=O)N1CCCC(C(=O)c2ccc(C(F)(F)F)cc2)C1` (stereo not drawn) : i	-0.7	i	2.0	6.4	i	i	2.2	i	-4.9	i

Next results follow:
SMILES	TRPC4 PAM	IEC-6 cytotox	TRPC4 inh	HIF act	aSyn UTR inh	TRPC4 act	TRPC6 inh	SKKanGAS inh	TRPC6 activator	KLF5 inh	MrgX1 antag
Cc1ccc(/C=C2\SC(N3CCCCC3)=NC2=O)cc1	12*	0.6	i	2.0	-175.6	i	i	1.9	i	-52.1	i
O=C(Cc1ccccc1)Nc1ccc2[nH]ncc2c1	i	-9.4	i	-25.2	-37.8	i	i	2.7	i	-22.4	i
CCOc1ccc(-n2nc3c(=O)n(CCN4CCCCC4)nc(C)c3c2C)cc1	i	0.2	i	-0.3	2.4	i	i	-9.3	i	-31.6	i
Cc1ccc2nc(-c3ccc(NC(=O)CSc4ccccc4)cc3)[nH]c2c1	i	-3.1	i	.	-97.7	i	i	5.1	i	-114.5	-5.26*
Cc1noc(NS(=O)(=O)c2ccc(NC(=O)CCC3CCCC3)cc2)c1C	i	-3.4	i	-0.2	-2.4	i	i	4.2	i	-20.9	i
NNC(=O)c1ccc(COc2ccc3c(c2)CCC3)o1	i	0.9	i	2.2	-73.7	i	i	9.6	i	-72.5	i
Cc1ccccc1C(=O)NN1CCOCC1	i	6.6	i	0.7	27.6	i	i	1.4	i	-15.8	i
COC(=O)C1=C(C)N(C)C(C)=C(C(=O)OC)C1c1ccc(C(=O)OC)cc1	i	0.1	i	-0.3	11.5	i	i	-1.4	i	13.8	i
COc1ccccc1/C=C/C(=O)c1ccccc1	i	0.8	i	?	-154.9	i	i	-2.6	i	-65.9	i
COc1cc(C(=O)Nc2nnc(CC(C)C)s2)c([N+](=O)[O-])cc1OC	i	4.1	i	-0.4	24.6	i	i	1.5	i	-24.9	i
O=C(O)c1sccc1Oc1ccc(F)cc1[N+](=O)[O-]	i	-1.9	i	-0.2	-7.5	i	i	10.1	i	-9.3	i
O=C(CSc1nnc(CNC(=O)c2ccco2)o1)Nc1cccc(Cl)c1	i	-1.4	i	0.8	8.0	i	i	-6.2	i	-23.8	i
COc1ccccc1-c1c(C(F)(F)F)oc2cc(OC(=O)c3cccc([N+](=O)[O-])c3C)ccc2c1=O	i	4.3	i	-0.3	11.3	i	i	-2.7	i	16.6	i
CCOC(=O)C(=O)N1CCN(c2ccccc2OC)CC1	i	-4.0	i	0.5	4.8	i	i	9.2	i	-32.2	i
CCN(c1ccccc1)S(=O)(=O)c1ccc(C(=O)OC(C)C(=O)NCCC2=CCCCC2)cc1 (stereo not drawn)	i	-2.4	i	-0.3	35.3	i	i	-9.6	i	-44.1	i
COC(=O)C1C(c2ccc(OC)cc2)C(C(=O)OC)S(=O)(=O)C(CCN2CCCCC2)S1(=O)=O (stereo not drawn)	i	1.3	i	-0.6	4.5	i	i	-2.2	i	3.2	i
COc1cc(/C=N/NC(=O)Nc2ccccc2)ccc1OCCOc1ccccc1C	i	1.3	i	-1.7	52.0	i	i	2.3	i	-54.7	i
COC(=O)Nc1ccc(S(=O)(=O)N2CCCC(C(=O)N3CCCCC3)C2)cc1 (stereo not drawn)	i	8.1	i	-0.5	2.2	i	i	-21.2	i	-6.3	i
O=C(NNC(=O)c1cc2cc(OC(F)(F)F)ccc2[nH]1)c1ccc(Cl)cc1	i	3.0	i	0.4	-10.2	i	i	-2.5	i	-32.0	i
O=C(Cc1ccccc1)NNc1ccc2ccccc2c1	i	5.3	i	-18.8	-100.6	i	i	19.6	i	0.6	i
Cc1cc(C)c(C#N)c(Nc2ccccc2F)n1	i	-1.9	i	-0.9	10.8	i	i	3.2	i	-10.6	i
CCN(CC)S(=O)(=O)c1cccc(NC(=O)c2ccccc2Br)c1	i	1.1	i	-0.3	-1.9	i	i	-7.1	i	-0.3	i
NC(=O)C1=NOC(CNc2ncc(C(F)(F)F)cc2Cl)C1 (stereo not drawn)	i	1.5	i	1.9	-72.3	i	i	-11.2	i	-60.1	i
Cc1nc(N/N=C/c2ccc(O)cc2)c2cnn(-c3ccccc3)c2n1	i	-0.2	i	1.1	-6.4	i	i	?	i	-12.2	-7.51*
O=C(CSc1nnc(Cc2ccccc2)c(=O)[nH]1)Nc1ccccc1	i	.	i	0.2	-1.8	i	i	10.1	i	.	i
Cc1ccc(NC(=O)CN(C)C(=O)Nc2ccc(C)cc2)cc1	i	0.3	i	1.7	-31.3	i	i	-7.6	i	-32.8	i
O=C(CN1CCC(n2nnc3cc(F)ccc32)CC1)N1CCCc2ccccc21	i	6.6	i	-1.1	21.2	i	i	-2.9	i	-24.7	i
CC(C)CC(=O)Nc1c2c(nn1-c1ccc(F)cc1)CS(=O)C2 (stereo not drawn)	i	-1.7	i	-0.4	-6.2	i	i	-5.3	i	-34.5	i
COC(=O)c1c(NC(=O)c2ccccc2F)sc2c1C(C(=O)OC)CC2 (stereo not drawn)	i	1.0	i	-0.2	-72.4	i	i	-1.2	i	-70.5	i
Cc1ccc(N(CC(=O)NCc2ccco2)C(=O)CCC(=O)Nc2ccccn2)cc1C	i	-5.1	i	0.1	1.1	i	i	-3.5	i	-1.7	i
FC(F)(F)c1cc(-c2ccco2)nc(-n2cnc3ccccc32)n1	i	7.9	i	-0.1	-26.7	i	i	2.9	i	-24.1	i
